High-throughput results deposited in PubChem by several laboratories.
HIV RNase H inh = blocks HIV-1 RNase H cleavage of RNA/DNA duplex | RT-RNase H RNA/DNA duplex cleavage, fluorescence | actives 1.9% (n = 65,000) | inhibition, % at 10 µM | P04585; in the data active means inhibition above about 50%
RmlC RmlD mix = RmlC/RmlD inhibition, mixture screen; actives 0.39% (n = 110,000); inhibition, % at 5.5 µM; RmlC/RmlD coupled enzyme inhibition, 384-well mixture HTS; in the data active means inhibition above about 30%, passing the limit was not always enough; further: strong numbers were not always called active
* hit, by the source's call; nt = no result given. Not all compounds are listed, so the mix of outcomes need not match the whole.

Values in the order – HIV RNase H inh	RmlC RmlD mix
CCn1cc(C(=O)NCCC2=CCCCC2)c(=O)c2cc(S(=O)(=O)N(C)C)ccc21
 : -9	6
Cc1cnc(C(=O)OCC(=O)c2csc(N3CCCCC3)n2)cn1
 : 6	11
CCn1c(Cc2ccccc2)nnc1SCC(=O)Nc1ccc2c(c1)OCO2
 : 0	6
Cc1ccc2c(Cl)cc(Cl)c(OCC(=O)Nc3cc(C)on3)c2n1
 : nt	22
Fc1cccc(Cl)c1CSc1nnnn1-c1ccc2c(c1)OCO2
 : -78	-25
CCn1c(=S)sc2c(=O)[nH]c(C)nc21
 : 8	8
CNc1nc(N2CCc3ccccc32)ncc1F
 : -38	0
O=C(Nc1ccc(S(=O)(=O)Nc2nccs2)cc1)C1CCCCC1
 : -12	-11
O=C(NCc1ccccn1)C1CC(=O)N(C2CCCC2)C1 (stereo unspecified)
 : -12	2
CCCN(C(=O)Cn1ncc2c(=O)oc3ccccc3c21)c1cccc(C)c1
 : nt	4
Cc1ccc(-c2noc(CCC(=O)Nc3cc(C)ccn3)n2)cc1
 : 11	-14
CCOC(=O)Nc1nc(C)c(C(=O)c2ccc(Cl)cc2)s1
 : nt	-14
CC12CN3CC(C)(CN(C1)C31CCSCC1)C2=O
 : 3	25
CCOC(=O)C1CCN(C(=O)CN2C(=O)C(CC)Oc3ccccc32)CC1 (stereo unspecified)
 : 5	6
C=CCSc1nnc2nc3[nH]c4c(C)cccc4c3nn12
 : nt	-9
Cn1c(=O)c2c(nc(SCCOc3ccc4ccc(=O)oc4c3)n2C)n(C)c1=O
 : -8	nt
CC(C)(C)C(=O)NC1(C(F)(F)F)N=C2SCCN2C1=O (stereo unspecified)
 : nt	-11
CC1CCCCC12NC(=O)N(CC(=O)NC(=O)Nc1ccc3c(c1)OCCO3)C2=O (stereo unspecified)
 : nt	6
Cn1c(CN2CCOCC2)nnc1SCC(=O)Nc1nccs1
 : -6	-5
COc1ccc(CNC2CC(=O)N(C)C2=O)cc1 (stereo unspecified)
 : 3	-9
CCCCn1c(SCC(=O)NCc2ccco2)nnc1-c1ccco1
 : 4	12
Cc1ccc(NC(=O)CN(c2ccccc2F)S(C)(=O)=O)cc1
 : -8	-10
COc1ccc(N2CCN(C(=O)c3ccncc3)CC2)cc1
 : nt	3
O=C(CCN1C(=O)c2ccccc2C1=O)Nc1ccccn1
 : -32	-7
CSCCC(NC=C1C(=O)OC(C)(C)OC1=O)C(=O)O (stereo unspecified)
 : -14	10
OCC[C@H]1C[C@H](O)[C@@H](O)[C@@]2(CCCO2)O1
 : nt	-6
N#Cc1ccc(C(=O)Nc2ccc(N3CCN(C(=O)c4ccco4)CC3)cc2)c(F)c1
 : nt	31
Cc1ccc(NC(=O)CSc2nnc(-c3cccnc3)n2-c2ccc(C)cc2)cc1
 : nt	13
CC(=O)Nc1cccc(C(=O)OCc2ccc(C(=O)Oc3ccc(Cl)cc3)cc2)c1
 : nt	-5
O=C(Nc1ccccc1)C1=C[C@@H](c2ccc(Br)cc2)C[C@@H](OCCCCO)O1
 : nt	-14
CCCCCC(=O)Nc1cccc(C2=NOC3(C2)C[C@@H](C(N)=O)N(C(=O)c2ccc(Cl)cc2)C3)c1 (stereo partly specified)
 : nt	7
CCCCCCOc1ccc(C(CC(=O)O)C(N)=O)cc1 (stereo unspecified)
 : -2	-11
CC(O)(C#CCN1CCOCC1)c1ccccc1 (stereo unspecified)
 : -10	nt
CN(Cc1ccccc1)Cc1nc2c(c(=O)n(C)c(=O)n2C)n1Cc1ccc(F)cc1
 : -9	-10
COc1cccc(C(=O)N2CCN(c3ncccn3)CC2)c1
 : -11	-12
Cc1cc2nc(NC3=NCN(CCCN4CCOCC4)CN3)nc(C)c2cc1C
 : 9	nt
Cc1ccc(S(=O)(=O)N[C@@H](C)C(=O)N2CCC(C(=O)N3CCC[C@H]3C(=O)O)CC2)cc1
 : -7	-6
CC(/C=N/NC(=O)c1cc(-c2ccc(Cl)cc2)nc2ccccc12)=C\c1ccco1
 : nt	1
O=C(Nc1ccccc1)N(CCCN1CCOCC1)Cc1cc2cc3c(cc2[nH]c1=O)OCCO3
 : -3	-4
O=C1CN(Cc2ccccc2)C(=NCc2ccco2)S1
 : -19	-10
O=C(NC1CC1)c1ccc(F)cc1Cl
 : nt	-7
Cc1ccc(NC(=O)C(Cc2ccccc2)NC(=O)c2ccco2)cc1 (stereo unspecified)
 : nt	-8
COc1cccc(NS(=O)(=O)c2ccc(NC(C)=O)cc2)c1
 : -13	7
CCO[C@H]1OC(C(=O)Nc2ccccc2)=C[C@@H](c2ccc(Br)cc2)[C@@H]1CCCO
 : nt	5
COc1ccc(COn2c(=O)c(C)[n+]([O-])c3ccccc32)cc1OC
 : -7	-4
COc1cccc(CNc2ccc3c(c2)ncn3C(C)C)c1OC
 : 9	8
Nc1nc(SCc2ccccc2Cl)nc2nc3c(cc12)CCCC3
 : nt	-12
O=C(O)c1oc2ccccc2c1-n1cccc1
 : 1	-1
Cc1nc2cc(Cl)ccc2n1-c1ccccc1
 : nt	6
Cc1nn(-c2ccccc2)c2[nH]c(C(F)(F)F)cc(=O)c12
 : -2	0

New compounds follow.
Values in the order – HIV RNase H inh	RmlC RmlD mix
COC(=O)c1cc(OC)c(OC)cc1NC(=S)N1CCN(Cc2ccccc2)CC1
 : nt	-11
CC(=NCC1CCCO1)c1c(O)n(C)c(=O)n(C)c1=O (stereo unspecified)
 : -1	5
O=C(NOC(=O)c1cc(Br)ccc1Cl)c1cccs1
 : nt	-16
COc1ccccc1OCCOc1ccc(/C=N/n2cnnc2)cc1
 : -20	-1
COc1cccc(Cn2c(Oc3cccc(C)c3)nc3c2c(=O)n(C)c(=O)n3C)c1
 : -12	-7
Cc1c(C(=O)N2CCc3ccccc3C2)sc2nc(-c3ccccc3)cn12
 : -11	-9
Cc1ccc(S(=O)(=O)/N=S(\C)CC2CC2(Cl)Cl)cc1 (stereo unspecified)
 : nt	-7
CCOC(=O)C1=C(C)C(c2ccc(OC)cc2)NC(=S)N1 (stereo unspecified)
 : nt	-21
O=C(Nc1cc(Cl)ccc1Cl)c1ccc(OC(=O)c2ccco2)cc1
 : nt	7
COc1ccc(C2Nc3ccccc3C(=O)N2c2ccccc2)cc1COc1ccccn1 (stereo unspecified)
 : nt	46
O=C(COc1ccccc1Cl)Nc1cnn(Cc2ccccc2)c1
 : nt	-8
FC(F)(F)c1nnc2ccc(N3CCCCCC3)nn12
 : -16	-10
CCOC(=O)C1CCCN(c2c(N3CCN(c4ccccn4)CC3)c(=O)c2=O)C1 (stereo unspecified)
 : -8	-7
Oc1ccccc1CN1CCCN(Cc2ccccc2O)C1
 : -10	-6
CCCCN(CC)c1nc(N)c(C#N)c(CC#N)c1C#N
 : nt	-8
COc1ccc(-n2c(COc3ccccc3)nnc2SCC(N)=O)cc1
 : -11	-5
Cc1ccc(S(=O)(=O)Cn2nnnc2CN2CCCC3(CCCCC3)C2)cc1
 : -1	-14
O=C(NCc1ccc(C(F)(F)F)cc1)c1ccc2c(c1)S(=O)(=O)c1ccccc1C2=O
 : nt	7
Cc1ccc(NC(=O)c2cn(-c3cccc(C)n3)cn2)cc1
 : nt	-4
CCCc1nnc2n1N=C(c1ccc(-c3cc(Cl)ccc3Cl)o1)CS2
 : 42	-8
C=CCNc1ncnc2c1[nH]c1ccc(C)cc12
 : -2	16
CC(=O)c1c(C)[nH]c(C(=O)NCCC2=CCCCC2)c1C
 : -40	-18
CCN1CCN(c2cc(=O)n(-c3cc(Cl)ccc3C)c(=O)[nH]2)CC1
 : -9	-1
COC(=O)C1=C(C(=O)OC)[C@@H]2N(C)c3ccc(OC)cc3[C@@]23C[C@@H](C(=O)OC)N(S(=O)(=O)c2ccc(OC)cc2)C3=N1
 : nt	7
c1ccc(OCc2nn3c(-c4ccncc4)nnc3s2)cc1
 : -19	-4
COC(=O)C(C(=O)Nc1ccc(OC)cc1)C1CCCCCC1 (stereo unspecified)
 : -3	10
O=C(Nc1cccnc1)c1cccc(NC(=O)c2ccco2)c1
 : -2	3
O=C(CCNC(=O)c1ccc(Br)o1)NCc1ccccc1Cl
 : -10	-3
CCC(C)C(=O)Nc1nc(-c2ccc3c(c2)NC(=O)CO3)cs1 (stereo unspecified)
 : nt	71
CCn1c(=O)c(C(=O)CN2CCCc3ccccc32)c(N)n(Cc2ccccc2)c1=O
 : 4	-8

An excerpt of these results, with tabs:
molecule	HIV RNase H inh	RmlC RmlD mix
COC(=O)C1=C(C(=O)OC)[C@@H]2N(C)c3ccc(OC)cc3[C@@]23C[C@@H](C(=O)OC)N(S(=O)(=O)c2ccc(OC)cc2)C3=N1	nt	7
c1ccc(OCc2nn3c(-c4ccncc4)nnc3s2)cc1	-19	-4
COC(=O)C(C(=O)Nc1ccc(OC)cc1)C1CCCCCC1 (stereo unspecified)	-3	10
O=C(Nc1cccnc1)c1cccc(NC(=O)c2ccco2)c1	-2	3
O=C(CCNC(=O)c1ccc(Br)o1)NCc1ccccc1Cl	-10	-3
CCC(C)C(=O)Nc1nc(-c2ccc3c(c2)NC(=O)CO3)cs1 (stereo unspecified)	nt	71
CCn1c(=O)c(C(=O)CN2CCCc3ccccc32)c(N)n(Cc2ccccc2)c1=O	4	-8

Other structures follow:
Values in the order – HIV RNase H inh	RmlC RmlD mix
O=C(COC(=O)Cn1c(C(F)(F)F)nc2ccccc21)Nc1ccc2c(c1)OCCO2
 : nt	-10
Cn1c(C(=O)Nc2ccc3c(c2)OCO3)cc2c(=O)n(C)c3ccccc3c21
 : 1	115
CCOC(=O)N1CCN(C(=O)c2cc(-n3cnnc3)ccc2Cl)CC1
 : -3	-9
O=C(c1ccco1)N1CCN(C(c2cccs2)c2nnnn2C2CCCCC2)CC1 (stereo unspecified)
 : -5	9
COc1c(/C=N/Nc2ccc([N+](=O)[O-])cc2[N+](=O)[O-])c(C)nn1-c1ccccc1
 : nt	5
O=c1nc(N2CCCCC2)nc2n1CCO2
 : -7	0
CCCNC(=O)c1onc(CSc2ccccn2)c1C(=O)NCCC
 : nt	-6
COc1ccccc1C1NC(=O)NC(C)=C1C(=O)Nc1cccc(C)c1C (stereo unspecified)
 : -6	-6
Cc1ccc(CNC(=O)CC2C(=O)Nc3c2c(=O)n(C)c(=O)n3Cc2ccccc2)cc1 (stereo unspecified)
 : nt	-7
COC(=O)c1ccc(COc2ccc(/C=C(\C#N)c3nc4ccccc4[nH]3)cc2OC)o1
 : nt	-8

Structures above that have a cyano group (3):
Values in the order – HIV RNase H inh	RmlC RmlD mix
N#Cc1ccc(C(=O)Nc2ccc(N3CCN(C(=O)c4ccco4)CC3)cc2)c(F)c1
 : nt	31
CCCCN(CC)c1nc(N)c(C#N)c(CC#N)c1C#N
 : nt	-8
COC(=O)c1ccc(COc2ccc(/C=C(\C#N)c3nc4ccccc4[nH]3)cc2OC)o1
 : nt	-8

The results go on.
Values in the order – HIV RNase H inh	RmlC RmlD mix
CN1C(=O)CSc2ccc(NC(=O)NCc3ccco3)cc21
 : 7	-9
Cc1c(-n2cc(C(=O)c3ccccc3O)cc(C#N)c2=O)c(=O)n(-c2ccccc2)n1C
 : -3	nt
Cc1cc(C)n(CC(=O)NCc2cc(-c3nn(C)c(=O)c4ccccc34)ccc2C)n1
 : -4	-3
COC(=O)c1ccc(COc2ccccc2/C=N/NS(=O)(=O)c2ccccc2)cc1
 : nt	-3
O=C(c1ccccc1)c1c[nH]c2cc3c(cc2c1=O)OCCO3
 : -9	4
CN1CCN(c2ncnc3c2sc2nc(N4CCCC4)c4c(c23)CC(C)(C)OC4)CC1
 : 3	nt
Cc1cccc(C)c1NC1=NC(C)(C)N=C(N)N1
 : -12	0
CC(C)Cn1c(N)c(C(=O)COC(=O)c2ccncc2)c(=O)n(C)c1=O
 : -1	14
COC(=O)c1cc2oc3ccccc3c2n1CC(=O)N1CCCc2ccccc21
 : nt	1
COc1cc(OC)c2c(-c3ccccc3)cc(=O)oc2c1C(CC(=O)N1CCN(c2ccccc2)CC1)c1ccc(N(C)C)cc1 (stereo unspecified)
 : nt	-3
O=C(Nc1ccc2oc(-c3ccccc3Cl)nc2c1)c1cncc(Br)c1
 : -8	-11
